aSyn 5UTR inh: 5' untranslated region of α-synuclein, MLPCN primary screen; alpha-synuclein 5'UTR reporter, inhibitor activity; inhibition, % (tested at 7.5 µM); hit rate 0.82% among 300,000; in the data active = inhibition above about 60%;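 note: H4 neuroglioblastoma cells stably carrying SNCA 5'UTR luciferase fusion; 0% = DMSO wells and 100% = positive control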
IEC-6 tox: IEC-6 cytotoxicity, counter-screen for KLF5 inhibitors; AID 1825; inhibition, % at 5 µM; hit rate 0.78% among 290,000; luminescence viability; in the data active = inhibition above about 22%;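 note: 0% = plate median of test compound wells and 100% = cytotoxic reference compound wells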
Platelet DG rel: platelet dense granule release activity; human platelet-rich plasma, SFLLRN dense granule ATP release, luminescence; inhibition, %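 (compounds screened at 7.5 µM in platelet-rich plasma)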; hit rate 0.22% among 300,000;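 active = mean replicate score, as percent of positive control, at or above 50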
Dyrk1A ADPGlo: blocks rat Dyrk1A kinase activity; Q63470; ADP-Glo luminescence, NFATc1 peptide; inhibition, % at 12.5 µM; hit rate 0.43% among 310,000; AID 504441; in the data active = inhibition above about 50%;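 note: plate controls were vehicle with enzyme for no effect and no enzyme for full effect; many of its hits are not listed in these tables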
HSP90 inh: HSP90 refolding inhibition in rabbit reticulocyte lysate; hit rate 0.91% among 290,000; luciferase refolding luminescence, 3 h; inhibition, % at 5.6 µM;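 active = inhibition above the screen-wide mean plus 3 SD, computed separately per campaign, cut at about 16% in these data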;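 note: 0% = DMSO wells and 100% = 60 µM geldanamycin wells; inhibitors lower the luminescence because luciferase stays unfolded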
HSF-1 act: increases HSF-1 driven luciferase reporter signal. NIH3T3-HGL HSF-1 luciferase reporter, MG132, 8 h; 100% = twice DMSO control signal. hit rate 1.7% among 300,000. activation, % at 9 µM. AID 504408;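 active = mean replicate activation of at least 50% with a set share of replicates each reaching 50%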;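 note: 0% = median of the neutral control wells and 100% = twice that signal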
GSK3beta inhib: inhibitors of human GSK3beta kinase | hit rate 0.038% among 300,000 | P49841 | GST-GSK3beta kinase, ADP-Glo luminescence, 60 min; active compounds read low | activity score (negative = inhibition), % at 10 µM;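 active = more than half of replicate wells score below -50%, meaning over 50% inhibition versus plate controls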;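 note: 0% = median DMSO wells and -100% = median GW8510 positive control wells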
Target sequence (P49841 whole entry, looked up): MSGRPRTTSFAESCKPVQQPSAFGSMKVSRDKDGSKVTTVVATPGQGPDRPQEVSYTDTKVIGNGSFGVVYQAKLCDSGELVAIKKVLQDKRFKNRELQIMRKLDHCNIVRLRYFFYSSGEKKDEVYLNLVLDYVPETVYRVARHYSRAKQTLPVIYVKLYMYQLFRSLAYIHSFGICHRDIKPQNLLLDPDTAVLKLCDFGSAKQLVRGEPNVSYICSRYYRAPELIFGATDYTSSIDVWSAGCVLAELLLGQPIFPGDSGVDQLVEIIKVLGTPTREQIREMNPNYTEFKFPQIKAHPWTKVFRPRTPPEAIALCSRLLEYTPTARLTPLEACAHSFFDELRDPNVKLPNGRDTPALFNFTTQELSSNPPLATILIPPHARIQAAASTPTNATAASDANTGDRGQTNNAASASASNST
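Assay system: GST-fused GSK3beta enzyme, cell-free / Medium: Tris pH 7.5 buffer with MgCl2, DTT, BSA, heparin / Also added: peptide substrate plus 25 µM ATP (final) / Compound: 10 µM single point / Timing: kinase reaction with compound 60 min at room temperature / Detection: ADP-Glo luminescence / Benchmarks: DMSO neutral wells and GW8510 at 20 µM as positive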
KLF5 inh: suppresses KLF5 promoter-driven expression; hit rate 0.23% among 290,000; DLD-1 KLF5 promoter-luciferase reporter, luminescence; inhibition, % at 5 µM;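 active = inhibition above a per-plate limit of that plate's mean compound inhibition plus 3 SD, cut at about 60% in these data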;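 note: 0% = DMSO wells and 100% = LY294002 at 200 µM; higher means less KLF5 promoter-driven luciferase light; inactives centre near -14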
GSK3 alpha inh: blocks human GSK-3 alpha kinase; ADP-Glo luminescence, 60 min; inhibition, % at 10 µM; hit rate 0.1% among 320,000; AID 2650;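 in the data active = inhibition above about 50%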;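 note: GST-tagged GSK-3 alpha with peptide substrate and 25 µM ATP; 0% = DMSO neutral wells and 100% = GW8510 positive control wells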
Target sequence (P49840 whole entry, looked up): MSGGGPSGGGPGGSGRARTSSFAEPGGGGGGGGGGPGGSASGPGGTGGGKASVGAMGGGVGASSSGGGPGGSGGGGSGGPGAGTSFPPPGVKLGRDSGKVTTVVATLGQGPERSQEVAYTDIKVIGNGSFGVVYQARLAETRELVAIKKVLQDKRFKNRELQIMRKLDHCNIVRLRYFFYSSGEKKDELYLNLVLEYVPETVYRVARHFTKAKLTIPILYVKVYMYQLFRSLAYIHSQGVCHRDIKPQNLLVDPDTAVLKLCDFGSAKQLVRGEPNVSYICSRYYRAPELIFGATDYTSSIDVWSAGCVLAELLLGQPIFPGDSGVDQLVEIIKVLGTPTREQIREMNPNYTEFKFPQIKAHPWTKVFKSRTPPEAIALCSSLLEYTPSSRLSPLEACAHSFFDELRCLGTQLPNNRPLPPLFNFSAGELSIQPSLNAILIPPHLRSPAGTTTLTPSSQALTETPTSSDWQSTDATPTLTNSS
HSF1 inh: HSF1 inhibition | NIH3T3-HGL HSE-luciferase, MG132-induced, luminescence 8 h; active compounds read low | activity change, negative = inhibition, % at 7.5 µM (by protocol) | hit rate 0.77% among 300,000 | AID 2098;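 active = more than half of replicate wells show activity change below -50%, luminescence cut by over half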;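 note: luciferase reports HSF-1 transcriptional activity via heat shock element; 0% = median of DMSO wells and -100% = zero luminescence signal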
Starred values were filed as active, the others as inactive; nt = not tested or not shown.

molecule	aSyn 5UTR inh	IEC-6 tox	Platelet DG rel	Dyrk1A ADPGlo	HSP90 inh	HSF-1 act	GSK3beta inhib	KLF5 inh	GSK3 alpha inh	HSF1 inh
O=C(/C=C/c1ccccc1Cl)Nc1ccc2c(c1)C(=O)NC2=O	14.0	-4.2	8.5	2.0	-3.2	-16.6	2.0	-2.4	0.9	-12.4
Clc1ccccc1C1SCC2Nc3ccccc3CN21 (centres undefined)	-2.7	8.9	-1.1	4.9	-5.9	6.4	3.2	-27.6	7.0	-8.4
COc1ccc(S(=O)(=O)Nc2cccc(C(C)=O)c2)cc1Br	-8.2	2.9	2.5	-6.0	1.2	-3.1	-4.6	-34.9	-3.1	-8.1
Cn1c(=O)[nH]c(=O)c2c1nc(SCCN1CCCCC1)n2Cc1ccccc1	-5.5	5.8	-0.5	-4.5	-2.2	2.4	2.5	-10.5	-1.8	-1.2
O=C(CCC(=O)c1cccs1)NCc1ccc(F)cc1	-9.8	-1.9	-9.5	-0.9	-2.6	-10.2	3.7	-13.7	-1.2	-3.2
CN(C)c1oc(-c2ccccc2Cl)nc1P(=O)(c1ccccc1)c1ccccc1	12.4	2.4	-2.8	-19.7	-2.4	15.7	4.0	-4.6	-0.5	6.5
Cc1cc(NC(=O)CSc2nnc(-c3c[nH]c4ccccc34)n2-c2ccc(Cl)cc2)no1	-31.9	7.8	0.0	-5.3	2.8	22.7	3.7	-19.4	-1.7	14.5
CCn1c(C)nnc1SCC(=O)NC1CCCCCC1	2.3	2.9	-9.6	-2.5	1.3	22.3	0.1	-23.9	-1.5	2.2
COc1ccc(CC(=O)c2ccc(OC)c(OC)c2C)cc1OC	-28.0	5.4	7.1	7.6	-2.7	-3.9	0.6	-17.9	-4.0	8.0
Cc1oc(/N=C/c2ccc(Cl)cc2)c(C#N)c1C	-56.4	-3.1	-5.7	3.0	2.5	-3.3	-1.3	1.5	-1.7	-5.7
CC1NC(=O)NC1CCCCCC(=O)NCCc1ccccc1 (centres undefined)	-11.9	3.9	-7.2	2.4	-0.4	12.2	-3.2	12.0	2.8	14.1
CS(=O)(=O)N(CC(=O)N1CCN(c2cccc(Cl)c2)CC1)c1ccccc1	-28.9	4.3	-1.1	0.2	4.5	14.6	-0.3	-8.6	-1.1	2.4
CCN(C(=O)CSc1nnnn1C)c1c(N)n(Cc2ccccc2)c(=O)[nH]c1=O	-15.6	3.0	-18.6	-0.2	2.7	-12.4	-5.1	13.7	1.8	-13.1
COc1ccc(NC(=O)c2ccc(C)cc2)cc1	-24.1	0.1	-0.7	1.9	11.1	18.6	-3.3	-59.7	-1.3	11.9
O=c1[nH]c(Nc2ccccc2)cc2ccccc12	-5.2	-3.9	2.5	35.0	17.4*	6.0	-6.0	-19.5	11.6	1.4
Oc1ccc(/C=N/N2CCN(c3ccccn3)CC2)cc1	-22.2	-2.1	2.2	8.9	0.8	-0.6	-2.7	-27.5	-0.5	6.8
COc1ccc(-c2nc3c4ccccc4ccn3c2CN2CCOCC2)cc1OC	-94.7	10.8	3.5	17.6	-1.3	-2.9	0.9	1.7	3.0	3.1
COc1ccc(-c2ccc(SCC(=O)N3c4ccccc4CC3C)nn2)cc1OC (centres undefined)	18.2	4.5	-1.1	-8.1	0.2	23.2	-1.1	-38.9	-1.0	14.9
CN(C)c1ccc(/C=C/C(=O)c2ccc(O)cc2)cc1[N+](=O)[O-]	-203.3	11.3	6.2	-9.1	2.3	28.0	-4.2	-34.1	-1.5	25.6
CCOc1cccc2cc(C(=O)NCc3ccc(Cl)cc3)c(=N)oc12	-9.7	0.7	41.2	-3.1	-0.4	17.7	4.2	-47.3	-2.6	4.4
Cc1ccccc1NC(=O)Cn1c(NCC(C)O)nc2ccccc21 (centres undefined)	-11.1	0.6	-1.8	0.0	1.2	-1.9	1.4	-3.4	-0.3	-1.7
CCOC(=O)C1=C(CSc2nc(-c3ccccc3)ccc2C#N)OC(N)=C(C#N)C1c1cccnc1 (centres undefined)	-83.8	3.4	-10.0	nt	-0.2	-0.4	-2.4	-24.8	0.1	-1.0
Cc1cccc(Cn2c(C(=O)OC(C)C)cc3c2ccn3C)c1	12.5	6.4	1.2	1.1	1.5	4.1	3.7	-13.6	-8.2	0.8
CCOC(=O)C1CCCN(S(=O)(=O)c2ccc(NC(C)=O)cc2)C1 (centres undefined)	-21.1	2.4	0.9	-1.1	-3.9	0.2	4.6	-5.2	-2.5	-6.9
Cc1cc(-c2ccc(C)c(S(=O)(=O)NCCc3ccc(S(N)(=O)=O)cc3)c2)on1	15.6	4.2	19.8	3.8	1.2	-7.9	0.6	-23.4	nt	7.7
CCN(CC(=O)Nc1ccc(NC(C)=O)cc1)C(=O)c1cc(CN2C(=O)c3ccccc3C2=O)ccc1OC	9.5	nt	6.3	7.4	nt	-3.3	-0.1	nt	-1.3	-0.2
CCCC(c1nnnn1CCOC)N(Cc1cc2cc(C)c(C)cc2[nH]c1=O)CC1CCCO1 (centres undefined)	-11.0	4.3	8.5	-6.8	3.3	4.1	-2.4	-21.6	3.8	-4.5
O=[N+]([O-])c1cc(-c2cnc3ccccc3n2)ccc1Cl	-93.5	5.9	4.1	3.9	0.5	25.7	0.9	-43.0	-2.1	12.6
O=C(c1ccco1)N1CCN(C(c2cccs2)c2nnnn2C2CCCCC2)CC1 (centres undefined)	20.3	-7.5	2.2	1.8	-2.0	-8.0	3.8	-6.3	-3.4	-2.3
CCOc1ccc(CNC(=O)Cn2nc(C)c3c(C)n(-c4ccc(C)cc4)nc3c2=O)cc1	22.4	7.3	-3.1	5.1	3.5	4.3	0.7	5.9	1.7	-0.6
Cc1ccc2cc(CN(CC3CCCO3)C(=S)NCc3ccco3)c(=O)[nH]c2c1 (centres undefined)	15.8	4.7	-6.7	nt	6.6	36.6	1.1	18.1	-3.9	15.2
Cc1ccc2c(c1)N(CC(=O)N1CCCCC1C)C(=O)CO2 (centres undefined)	11.1	-5.0	-4.0	2.6	-1.7	-3.7	1.5	-10.4	-1.2	-4.4
Cc1cc(NC(=O)c2c(-c3c(Cl)cccc3Cl)noc2C)n(C)n1	-20.2	-2.6	0.7	3.2	-1.0	-1.0	-6.3	-42.0	-0.9	-1.9
COC(=O)c1cccc(NC(=O)C(C)N2C(=O)c3ccccc3C2=O)c1 (centres undefined)	8.8	0.2	-2.2	-4.3	1.0	15.6	1.9	-30.7	-2.3	0.3
CCc1nc(C)cn1S(=O)(=O)c1ccc(Cl)c(Cl)c1Cl	-15.6	0.3	-3.8	2.7	-2.3	-0.7	-1.7	-27.1	-4.2	-2.5
CSCCC(NS(=O)(=O)c1ccc2c(c1)oc(=O)n2C)C(=O)NC1CCCc2ccccc21 (centres undefined)	1.2	-5.0	1.8	3.9	0.0	7.5	-1.2	-34.5	-0.3	-3.1
CN(C1CCS(=O)(=O)C1)S(=O)(=O)c1ccccc1 (centres undefined)	-22.2	-0.7	-0.4	-1.8	-0.1	30.6	0.5	-12.8	1.2	-4.3
COc1ccc(NC(=O)C(CCS(C)(=O)=O)N2C(=O)c3ccccc3C2=O)cc1 (centres undefined)	7.1	-4.6	-0.5	-2.5	4.8	8.2	1.2	7.4	1.1	-8.1
COc1ccc(C2c3c(ccc4ccccc34)Oc3ncn4nc(-c5ccco5)nc4c32)cc1OC (centres undefined)	-5.7	-7.6	-4.5	2.7	-3.2	7.4	0.4	-9.9	2.3	1.6
CCOC(=O)c1sc(NC(=O)c2cccc(S(=O)(=O)N(CC)CC)c2)cc1C	33.4	8.2	3.8	2.1	0.9	-5.2	2.3	-7.2	1.0	6.3
N#Cc1c(NC(=O)CSc2nc3c(c(C(F)(F)F)n2)CCc2ccccc2-3)sc2c1CCCC2	28.2	-6.2	-1.0	-3.3	-3.5	-2.5	nt	-10.9	-1.5	0.9
COc1cccc(CNS(=O)(=O)/C=C/c2ccc3c(c2)OCO3)c1	8.7	5.1	-1.3	13.9	4.8	27.8	1.6	-10.1	7.1	2.3
CN1CCN(CCCNC(=O)c2ccc(/C=C3\Sc4ccccc4N(Cc4ccccc4F)C3=O)cc2)CC1	7.3	2.0	-2.1	-0.6	3.5	1.4	-4.5	-26.3	nt	0.8
Cc1c(C(=O)N/N=C/c2ccc(N(C)C)cc2)[nH]c2ccc(Cl)cc12	73.5*	14.2	0.4	0.7	1.9	-13.8	1.6	-20.9	nt	-13.0

Sorted by SMILES length (largest number first): part of the list above.
molecule	aSyn 5UTR inh	IEC-6 tox	Platelet DG rel	Dyrk1A ADPGlo	HSP90 inh	HSF-1 act	GSK3beta inhib	KLF5 inh	GSK3 alpha inh	HSF1 inh
CCN(CC(=O)Nc1ccc(NC(C)=O)cc1)C(=O)c1cc(CN2C(=O)c3ccccc3C2=O)ccc1OC	9.5	nt	6.3	7.4	nt	-3.3	-0.1	nt	-1.3	-0.2
N#Cc1c(NC(=O)CSc2nc3c(c(C(F)(F)F)n2)CCc2ccccc2-3)sc2c1CCCC2	28.2	-6.2	-1.0	-3.3	-3.5	-2.5	nt	-10.9	-1.5	0.9
CSCCC(NS(=O)(=O)c1ccc2c(c1)oc(=O)n2C)C(=O)NC1CCCc2ccccc21 (centres undefined)	1.2	-5.0	1.8	3.9	0.0	7.5	-1.2	-34.5	-0.3	-3.1
CCOc1ccc(CNC(=O)Cn2nc(C)c3c(C)n(-c4ccc(C)cc4)nc3c2=O)cc1	22.4	7.3	-3.1	5.1	3.5	4.3	0.7	5.9	1.7	-0.6
CCCC(c1nnnn1CCOC)N(Cc1cc2cc(C)c(C)cc2[nH]c1=O)CC1CCCO1 (centres undefined)	-11.0	4.3	8.5	-6.8	3.3	4.1	-2.4	-21.6	3.8	-4.5
COc1ccc(NC(=O)C(CCS(C)(=O)=O)N2C(=O)c3ccccc3C2=O)cc1 (centres undefined)	7.1	-4.6	-0.5	-2.5	4.8	8.2	1.2	7.4	1.1	-8.1
CCOC(=O)c1sc(NC(=O)c2cccc(S(=O)(=O)N(CC)CC)c2)cc1C	33.4	8.2	3.8	2.1	0.9	-5.2	2.3	-7.2	1.0	6.3
COC(=O)c1cccc(NC(=O)C(C)N2C(=O)c3ccccc3C2=O)c1 (centres undefined)	8.8	0.2	-2.2	-4.3	1.0	15.6	1.9	-30.7	-2.3	0.3
Cc1cc(NC(=O)c2c(-c3c(Cl)cccc3Cl)noc2C)n(C)n1	-20.2	-2.6	0.7	3.2	-1.0	-1.0	-6.3	-42.0	-0.9	-1.9

Compound activity: PubChem BioAssay, several laboratories

A portion of the library (hit frequency here may not be typical).
